Screening results: PubChem, several laboratories
OPRM1-OPRD1 ag – agonists of OPRM1-OPRD1 heterodimerization, primary screen, cell-based, luminescence; 340,000 tested, 0.3% active; activation, % at 9.3 µM; Mu-type opioid receptor (Homo sapiens) + Delta-type opioid receptor (Homo sapiens), …; cells; in the data active means activation above about 18%;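 further: 0% = vehicle-treated cells and 100% = reference agonist; values of inactives mirror those of a sister screen read the other way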
MOR-DOR inv ag – inverse agonists of MOR-DOR heterodimerization, primary screen, cell-based, luminescence; cell-based MOR-DOR heterodimer luminescence, inverse agonism; 340,000 tested, 0.21% active; inhibition, % at 9.3 µM; AID 504357, 2011; in the data active means inhibition above about 22%, passing the limit was not always enough;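 further: 0% = cells with DMSO and 100% = wells without cells with DMSO; values of inactives mirror those of a sister screen read the other way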
LANA DNA inh – inhibitors of KSHV C-LANA binding to DNA, primary screen, biochemical, fluorescence polarization, FAM-LBS DNA, MBP-C-LANA, single point; Kaposi's sarcoma herpesvirus LANA C-terminal domain (residues 932-1162) DNA binding; inhibition, % at 9 µM; 340,000 tested, 0.078% active;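 active means highest replicate inhibition at or above 60% at 9 µM, even if other replicates fall short; inactive means all replicates below 60% inhibition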;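 further: 0% = neutral control wells and 100% = 4 µM acridine orange control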
Keap1-Nrf2 PPI – Keap1-Nrf2 protein-protein interaction inhibitors, primary screen, biochemical, fluorescence polarization, single point | Keap1 Kelch-Nrf2 peptide fluorescence polarization, 1536-well | Kelch-like ECH-associated protein 1 (Homo sapiens), Q14145 | 340,000 tested, 0.15% active | AID 504523, 2011 | inhibition, % at 9.4 µM; in the data active means inhibition above about 12%;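 further: human Keap1 Kelch domain with fluorescein labeled Nrf2 9mer peptide probe; 0% = neutral control wells and 100% = peptide positive control; higher means more block of Keap1 binding to Nrf2 peptide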
Target sequence (Q14145 whole entry, looked up, the tested form may be a part): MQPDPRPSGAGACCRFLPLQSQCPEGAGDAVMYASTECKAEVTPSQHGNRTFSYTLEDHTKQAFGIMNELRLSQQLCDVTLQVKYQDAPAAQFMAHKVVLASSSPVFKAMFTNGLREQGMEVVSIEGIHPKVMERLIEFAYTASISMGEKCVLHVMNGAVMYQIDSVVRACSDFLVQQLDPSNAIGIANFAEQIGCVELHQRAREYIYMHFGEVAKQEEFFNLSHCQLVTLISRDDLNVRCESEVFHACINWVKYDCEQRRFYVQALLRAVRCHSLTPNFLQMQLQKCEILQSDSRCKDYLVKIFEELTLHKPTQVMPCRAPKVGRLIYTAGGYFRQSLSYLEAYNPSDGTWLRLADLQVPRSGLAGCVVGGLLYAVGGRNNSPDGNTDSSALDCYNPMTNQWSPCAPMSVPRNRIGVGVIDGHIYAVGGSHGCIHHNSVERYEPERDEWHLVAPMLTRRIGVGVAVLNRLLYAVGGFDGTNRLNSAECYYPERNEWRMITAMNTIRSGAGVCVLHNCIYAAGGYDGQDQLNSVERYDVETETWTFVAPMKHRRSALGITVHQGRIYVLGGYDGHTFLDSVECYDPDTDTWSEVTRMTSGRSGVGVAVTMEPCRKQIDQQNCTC
RTF Ca sens inh – cardiac RTF calcium sensitivity inhibitors, primary screen, biochemical, IANBD-TnC fluorescence, EC70 calcium | Troponin I, cardiac muscle (Homo sapiens) + Troponin T, cardiac muscle (Homo sapiens) + … | IANBD-labeled cardiac RTF, Ca2+ fluorescence | 340,000 tested, 0.12% active | inhibition, % at 7.15 µM;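 active means inhibition above the mean inhibition of all tested compounds plus 3 SD, cut at about 17% in these data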;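 further: assay run at fixed EC70 calcium of 1.6 mM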
Wnt bcat act – Wnt/beta-catenin pathway activators, primary screen, cell-based, plate reader, single point; activation, % at 9.35 µM; Wnt/beta-catenin reporter cell assay, activator; 300,000 tested, 1.2% active; in the data active means activation above about 30%, passing the limit was not always enough;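 further: 0% = neutral control wells and 100% = positive control wells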
Pemphigus Ab inh – inhibitors of pemphigus antibody binding to DSG3, primary screen, biochemical, bead-based, flow cytometry, scFv-GFP | DSG3-coupled beads, scFv-anti-DSG3-GFP binding; hits give low values | binding (percent of control), % at 10 µM | 310,000 tested, 0.48% active | AID 588358, 2011;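 active means binding more than 3 SD below its plate's average and above zero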;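 further: hits lower antibody fragment binding to DSG3; some compounds called inactive have numbers as strong as hits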
V-ATPase pH – regulators of yeast V-ATPase proton pumping, primary screen, pHLuorin cytosolic pH fluorescence; S. cerevisiae; response, % at 10 µM; 350,000 tested, 0.37% active; in the data active means response mostly above about 7.3%, no sharp cut-off; inactive means mostly below about 5.4%; further: actives read high; inactives centre near 0; some compounds called inactive have numbers as strong as hits; reference of the scale not given here
RTF Ca sens act – cardiac RTF calcium sensitivity activators, primary screen, biochemical, IANBD-TnC fluorescence, EC20 calcium; AID 493008, 2010; activation, % at 7.2 µM; 340,000 tested, 0.24% active; Troponin I, cardiac muscle (Homo sapiens) + Troponin T, cardiac muscle (Homo sapiens) + …; IANBD-labeled TnC RTF fluorescence at EC20 calcium; 0% EC20 calcium, 100% full calcium;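 active means activation above the mean over all tested compounds plus 3 SD, cut at about 30% in these data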;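 further: rise in fluorescence read as greater calcium sensitivity of cardiac thin filaments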
Arrestin-AP2 inh – inhibitors of beta-arrestin/AP2 binding, primary screen, biochemical, GPCR trafficking, flow cytometry | AID 504490, 2011 | FITC-arrestin peptide / GST-AP2 beads; AP2 beta2 appendage carries R879A mutation | inhibition, % at 10 µM | 340,000 tested, 0.31% active;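 active means inhibition above a set limit, near 3 SD of compounds lacking own fluorescence, cut at about 54% in these data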;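 further: plate controls were DMSO wells for no effect and 5 µM unlabelled arrestin peptide for full effect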
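system = GST-tagged AP2 beta2-adaptin appendage (R879A) on 4 µm glutathione beads | reagent = FITC-labelled arrestin peptide probe, 50 nM final | schedule = compound with beads 12 min RT, then probe 1 h RT | signal = HyperCyt-sampled flow cytometry, FL1 channel, ex 488/em 535 nm | read-out = percent response from loss of bead-bound FITC fluorescence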
Starred values were filed as active, the others as inactive; · = not tested or not shown.

SMILES | OPRM1-OPRD1 ag | MOR-DOR inv ag | LANA DNA inh | Keap1-Nrf2 PPI | RTF Ca sens inh | Wnt bcat act | Pemphigus Ab inh | V-ATPase pH | RTF Ca sens act | Arrestin-AP2 inh
Cc1ccc(-c2nnc(NC(=O)CCS(=O)(=O)c3ccc(F)cc3)o2)c(C)c1 | -1.1 | 7 | -1.7 | 1 | -7 | 5 | 98 | -3 | -6 | -3
CC(=O)c1ccc(NC(=O)Nc2ccncc2)cc1 | 1.0 | -5 | -1.8 | 0 | -9 | 6 | · | -3 | 2 | 23
COc1ccccc1CNC(=O)c1ccc(Br)o1 | -1.9 | 11 | -0.4 | 3 | 8 | 3 | 100 | -2 | 0 | -3
OC(COc1ccc(CNCc2cccnc2)cc1)CN1CCc2ccccc2C1 (stereo not drawn) | -1.0 | 5 | 0.3 | -3 | -9 | -4 | 104 | 8 | 9 | -3
CCCCN(C(=O)c1cccc(N2C(=O)c3ccccc3C2=O)c1)c1c(N)n(CCCC)c(=O)[nH]c1=O | -1.9 | 8 | 0.1 | -2 | -13 | 0 | 97 | 2 | 1 | 2
CC(=O)C1=C(O)C(=O)N(Cc2ccccc2)C1c1ccc([N+](=O)[O-])cc1 (stereo not drawn) | -1.6 | 8 | 1.6 | 1 | 1 | 0 | 92 | 3 | 0 | 48
O=S(=O)(Nc1ccc(Br)cc1)c1cccc2nonc12 | -1.4 | 8 | -0.6 | -4 | -7 | 1 | 109 | -1 | -2 | 7
CCCN1C(=O)/C(=C\C=C2/C=CN(CC)c3ccccc32)SC1=S | 5.4 | -29 | 2.5 | -4 | 2 | · | 98 | -4 | 7 | 15
NC(=O)Nc1ccc(C(=O)OCC(=O)Nc2sccc2C(N)=O)cc1 | 1.0 | -7 | -1.3 | -3 | 5 | 3 | 94 | 4 | -6 | 38
Cc1ccsc1C(=O)NCCc1c[nH]c2ccccc12 | -3.2 | 16 | -0.3 | 1 | -1 | 24 | 97 | 1 | 1 | -10
NC(=O)c1ccccc1N/C=C/C(=O)c1ccc(Cl)cc1 | 1.1 | -7 | 0.2 | 1 | 1 | 1 | 107 | -3 | -3 | 20
COc1ccccc1C(=O)NS(=O)(=O)c1ccc(C)cc1 | -3.2 | 13 | 2.5 | -4 | -4 | -3 | · | -3 | -2 | -4
Cc1cc(C)cc(NC(=O)CN2CCCN(S(=O)(=O)c3ccc(Br)s3)CC2)c1 | 3.8 | -21 | -1.7 | -7 | -14 | · | 109 | 1 | 2 | 1
CCCCN1CCN=C1N(C)C | -1.3 | 7 | 1.9 | 1 | -1 | 0 | 100 | -3 | 2 | 31
Cc1cc(C)cc(NC(=O)CCC(=O)N2CCSc3ccccc32)c1 | -0.2 | 1 | 0.1 | 0 | -5 | -2 | 104 | 0 | 1 | 4
O=C(COC(=O)CNC(=O)c1ccc(Cl)cc1)Nc1ccc(Cl)cc1C(F)(F)F | -1.0 | 5 | -1.1 | -2 | 3 | -4 | 127 | 2 | -1 | -9
CC(C)CC(=O)Nc1ccc2oc(-c3ccncc3)nc2c1 | -0.9 | 5 | -2.2 | -4 | 8 | 16 | 106 | 1 | -2 | 2
Cc1cc(=O)n(CC(=O)NC2CC2)c2c1c(C)nn2-c1ccccc1 | -1.0 | 5 | -1.1 | -3 | -12 | · | 108 | 1 | -2 | 6
COc1cc(C2/C(=C(/O)c3ccc(OCC(C)C)cc3)C(=O)C(=O)N2CCN(C)C)ccc1O (stereo not drawn) | 2.4 | -15 | -0.8 | 2 | -4 | -2 | 100 | 2 | 1 | 2
O=C(CSc1n[nH]c(Cc2ccccc2)n1)Nc1ccccc1Br | 1.0 | -8 | 1.6 | -1 | 4 | -2 | 127 | 2 | 6 | -5
CC(/C=N/n1c(-c2ccncc2)n[nH]c1=S)=C\c1ccco1 | · | · | 0.6 | 4 | · | -2 | 88 | -3 | · | 22
CN1C(=O)/C(=C\c2ccccc2F)Sc2ccc(C(=O)NC3CCN(Cc4ccccc4)CC3)cc21 | 1.9 | -9 | 0.9 | 2 | -7 | -4 | 110 | 4 | 0 | 24
COc1ccccc1NC(=O)CSc1nncn1-c1ccccc1 | -2.1 | 10 | 1.8 | 2 | -7 | -1 | 114 | 0 | -1 | 5
O=C1C=CC(c2ccccc2)(c2ccccc2)CC1 | 2.9 | -15 | 2.6 | -4 | -1 | -2 | 99 | -1 | -6 | 2
CCCNS(=O)(=O)c1ccc(CCC(=O)NCc2cccnc2)cc1 | -0.3 | 2 | 0.2 | 2 | 2 | · | 103 | 4 | 0 | 14
SMILES | OPRM1-OPRD1 ag | MOR-DOR inv ag | LANA DNA inh | Keap1-Nrf2 PPI | RTF Ca sens inh | Wnt bcat act | Pemphigus Ab inh | V-ATPase pH | RTF Ca sens act | Arrestin-AP2 inh
COc1cc(/C=C2/C(=O)NN(c3ccc(Cl)c(Cl)c3)C2=O)cc([N+](=O)[O-])c1O | -5.0 | 23 | 3.2 | -3 | 0 | -1 | 101 | 0 | -2 | -1
CCOC(=O)N1CCN(C(=O)CCS(=O)(=O)c2cc3c(cc2Cl)NC(=O)CO3)CC1 | -2.0 | 10 | 1.4 | -2 | -2 | -3 | 115 | -1 | 9 | -1
O=C(c1ccc(S(=O)(=O)N2CCCC2)cc1)N1CCN(c2ccccc2)CC1 | 0.3 | -3 | -1.9 | -2 | -12 | 1 | 127 | -2 | 6 | -6
CC(C)(C)C(=O)O/N=C(\N)c1ccc(Br)cc1 | -1.9 | 9 | 2.4 | -7 | 1 | 4 | · | -2 | 7 | -1
CNC(=O)c1sccc1S(=O)(=O)Cc1c(Cl)cccc1Cl | -0.4 | 3 | 3.2 | 3 | 2 | · | 96 | -2 | 2 | 6
Cc1ccc(-c2csc(Nc3ccc(C(=O)O)cc3)[n+]2Cc2ccccc2)cc1 | 0.4 | -2 | 1.9 | -3 | -7 | 3 | 95 | -1 | -2 | 10
CCOC(=O)N1CCN(C(=O)CCCn2c(=S)[nH]c3ccsc3c2=O)CC1 | -1.7 | 9 | -1.4 | 4 | 6 | -2 | 104 | -4 | 0 | -31
COc1ccc(C(=O)Nc2ccc(C(=O)N3CCCCC3)cc2)cc1OC | 1.6 | -9 | -0.4 | -7 | -4 | 3 | 85 | 1 | 9 | -9
Cc1cc(C)n(Cc2ccc(C(=O)Nc3ccc(Br)cc3C)o2)n1 | 0.6 | -4 | 1.7 | -2 | -14 | -6 | 98 | 1 | 2 | 14
COCCN(C(=O)COC(=O)/C=C/c1ccc(SC)cc1)c1c(N)n(Cc2ccccc2)c(=O)[nH]c1=O | -0.8 | 3 | -0.4 | 4 | -6 | 1 | 114 | 1 | -3 | 43
COc1ccc(C(=O)CN2Cc3ccccc3C2=N)cc1 | -2.4 | 12 | -0.6 | -2 | 3 | 42* | · | -3 | -6 | -1
CCn1c(C(=O)O)c(S(=O)(=O)c2ccc(Cl)cc2)c2ccccc21 | -2.2 | 10 | 2.8 | -5 | 2 | 1 | 105 | -4 | -5 | -17
COc1ccc(S(=O)(=O)NC(CC(=O)NCCc2ccccc2)c2ccco2)cc1 (stereo not drawn) | -1.3 | 7 | 2.2 | 1 | 0 | 6 | 108 | 1 | -4 | 5
CCOC(=O)c1nc(N)c(=O)n(-c2ccccc2)n1 | -1.0 | 5 | 0.4 | -1 | -6 | · | 102 | 0 | 8 | 0
O=C(NCc1n[nH]c(=S)n1-c1ccc(F)cc1)c1ccc(S(=O)(=O)N2CCCCC2)cc1 | 0.2 | -1 | 0.0 | -4 | -11 | -1 | · | 1 | 9 | 5
CC1CCCCC12NC(=O)N(Cc1cc(=O)n3ccsc3n1)C2=O (stereo not drawn) | 1.4 | -7 | -0.7 | -1 | -6 | 2 | 86 | -6 | 11 | 14
COC(=O)CC/C(O)=C1\C(=O)CC(C)(C)CC1=NCCc1nc2ccccc2[nH]1 | -1.0 | 7 | 0.4 | -3 | 2 | 9 | 100 | -3 | 6 | -3
N#CC(C#N)=Cc1cccn1-c1ccc(C(=O)O)cc1 | -3.2 | 18 | 19 | -2 | -15 | -1 | 101 | -2 | 1 | 7
CN(C)c1ccc(/C=C2\Oc3ccc(C#Cc4cccc(N)c4)cc3C2=O)cc1 | 0.7 | -4 | -0.5 | -2 | -91 | · | 216 | -9 | 27 | -7
COc1cccc(C2CCCCN2Cc2nc(-c3ccc(C)o3)oc2C)c1 (stereo not drawn) | -1.9 | 10 | -0.8 | -12 | -10 | 0 | 106 | 1 | 2 | 4
S=C(Nc1ccc2c(c1)OCCO2)Nc1ccccc1Cl | -0.8 | 4 | -0.9 | 2 | 2 | 11 | 108 | 4 | -2 | 23

Ordered by heavy-atom count (ascending): 8 of the compounds above
SMILES | OPRM1-OPRD1 ag | MOR-DOR inv ag | LANA DNA inh | Keap1-Nrf2 PPI | RTF Ca sens inh | Wnt bcat act | Pemphigus Ab inh | V-ATPase pH | RTF Ca sens act | Arrestin-AP2 inh
CC(C)(C)C(=O)O/N=C(\N)c1ccc(Br)cc1 | -1.9 | 9 | 2.4 | -7 | 1 | 4 | · | -2 | 7 | -1
N#CC(C#N)=Cc1cccn1-c1ccc(C(=O)O)cc1 | -3.2 | 18 | 19 | -2 | -15 | -1 | 101 | -2 | 1 | 7
COc1ccc(C(=O)CN2Cc3ccccc3C2=N)cc1 | -2.4 | 12 | -0.6 | -2 | 3 | 42* | · | -3 | -6 | -1
CC1CCCCC12NC(=O)N(Cc1cc(=O)n3ccsc3n1)C2=O (stereo not drawn) | 1.4 | -7 | -0.7 | -1 | -6 | 2 | 86 | -6 | 11 | 14
CN(C)c1ccc(/C=C2\Oc3ccc(C#Cc4cccc(N)c4)cc3C2=O)cc1 | 0.7 | -4 | -0.5 | -2 | -91 | · | 216 | -9 | 27 | -7
COc1ccc(S(=O)(=O)NC(CC(=O)NCCc2ccccc2)c2ccco2)cc1 (stereo not drawn) | -1.3 | 7 | 2.2 | 1 | 0 | 6 | 108 | 1 | -4 | 5
O=C(NCc1n[nH]c(=S)n1-c1ccc(F)cc1)c1ccc(S(=O)(=O)N2CCCCC2)cc1 | 0.2 | -1 | 0.0 | -4 | -11 | -1 | · | 1 | 9 | 5
COCCN(C(=O)COC(=O)/C=C/c1ccc(SC)cc1)c1c(N)n(Cc2ccccc2)c(=O)[nH]c1=O | -0.8 | 3 | -0.4 | 4 | -6 | 1 | 114 | 1 | -3 | 43
